HT1080 cytotoxicity: cytotoxicity in HT1080 fibrosarcoma cells, cell-based, fluorescence readout (AID 620); HT1080 viability, fluorescence; higher % means a stronger effect; cytotoxicity, % at 10 µM, or EC50 in µM where a hit was titrated; actives 0.42% (n = 87,000); in the data active = cytotoxicity above about 50%;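 note: cells exposed to compound overnight then 4 h with Alamar Blue; 0% = vehicle DMSO and 100% = killing control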
* hit, by the source's call. An excerpt, so the mix of outcomes need not match the whole.

SMILES | HT1080 cytotoxicity
O=C(CC(NCCc1ccccc1)C(=O)O)Nc1ccc(O)cc1 (stereo not drawn) | -3%
Cn1c(SCC(=O)OCc2ccccc2)nnc1-c1ccco1 | -2%
CCOc1cc(C(=O)OCC(=O)Nc2cc(C)on2)cc(OCC)c1OCC | -10%
COc1ccc(-c2c(-c3ccc(O)cc3O)n[nH]c2C)cc1OC | -11%
CC(C)COC(=O)Nc1ccc(C(=O)O)cc1 | 2%
CCOC(=O)c1cc(CC)sc1NC(=O)C(c1ccccc1)c1ccccc1 | 4%
CC(C)COc1ccc(-c2nn(-c3ccccc3)cc2C(=O)Nc2nccs2)cc1 | -5%
CC1=C(OC(=O)c2ccccc2)C(C)(C)C(c2ccccc2)OC1=O (stereo not drawn) | 13%
Clc1ccccc1-c1nc2ccccc2c2nncn12 | -15%
O=C(CCn1c(=O)c2ccccc2n(CC(=O)NC2CCCC2)c1=O)NCc1ccco1 | 4%
Cc1nnc2c(Oc3ccccc3)nc3ccccc3n12 | -10%
N#Cc1c(NC(=O)CSc2nnc(-c3ccco3)n2-c2ccccc2)sc2c1CCC2 | -6%
CCCN(N=Nc1cccc([N+](=O)[O-])c1)c1cccc([N+](=O)[O-])c1 | 14%
O=C(NCC(=O)N(Cc1ccco1)C(C(=O)NC1CCCCC1)c1cccnc1)c1cccs1 (stereo not drawn) | -5%
CCC(C)(C)NC(=O)C(c1ccncc1)N(Cc1ccc(C)cc1)C(=O)c1csnn1 (stereo not drawn) | -6%
O=C(Cn1c(=O)n(CC(=O)NCc2ccccc2)c2ccccc21)NCc1ccccc1 | 8%
COCn1c(-c2ccc(OC)cc2)nc2ccccc21 | -4%
Oc1c(C=NCc2ccc(F)cc2)[nH]c2ccc(Br)c(Cl)c12 | -8%
Cc1nc2c(c(=O)n1CCC1=CCCCC1)c1nc3ccccc3nc1n2/N=C/c1ccccc1 | 27%
Cc1cc(C)n2nc(-c3ccc(F)cc3)nc2n1 | -6%
Cc1ccc(OCc2nc(-c3ccc(Cl)cc3)n[nH]2)cc1 | -17%
COC(=O)CC/C(O)=C1/C(=N)CC(C)(C)CC1=O | 8%
Cc1ccc2cccc(NC(=S)NC(=O)c3c(Br)cnn3C)c2n1 | -8%
Cc1cc(-c2[nH]nc3c2C(c2ccc(Cl)cc2)C(C#N)=C(N)O3)c(C)s1 (stereo not drawn) | 5%
COc1ccc(NC(=O)CSc2nc(C)c3c(c2C#N)CCCC3)cc1 | -3%
O=C(O)C1CCCCC1C(=O)Nc1ccccc1Cl (stereo not drawn) | -2%
CCc1ccc2c(c1)C1(NN=C(c3ccc(C)cc3)S1)C(=O)N2 (stereo not drawn) | 4%
O=C(c1cn(-c2ccccc2)nc1-c1ccccc1)n1nnc2ccccc21 | -2%
COc1ccc(C(=O)NCC(=O)OCC(=O)Nc2c(C)n(C)n(-c3ccccc3)c2=O)cc1 | -8%
CCCCc1nc(NCc2ccccc2)c(C#N)c2c1COC(C)(C)C2 | -6%
CC(C)CC(=O)N1CCC(N2CCN(c3ccccc3)CC2)CC1 | -2%
COc1cc(OC)cc(C(=O)n2cnnc2N)c1 | -17%
c1ccc(CSc2n[nH]c(-c3ccco3)n2)cc1 | -4%
Cc1ccc(SCc2[nH]nc3c2C(C(C)C)C(C#N)=C(N)O3)cc1 (stereo not drawn) | 14%
CCCOc1ccc(-c2nc(=S)[nH][nH]2)cc1 | -23%
CCC(C(=O)NCc1ccco1)N(C(=O)CNS(=O)(=O)c1ccccc1)C1CCCCC1 (stereo not drawn) | 3%
Cc1ccnc(NC(=O)CS(=O)(=O)Cc2ccccc2)c1 | -13%
COc1ccc(/C=C2/N=C3CCCCCN3C2=O)cc1OC | -15%
Cc1ccc(S(=O)(=O)c2c(N)n(Cc3ccco3)c3nc4ccccc4nc23)cc1C | 8%
COc1nc(Oc2ccc(/C=N/O)cc2)nc(N(C)C)n1 | 5%

Brought forward from above: 2 entries; new compounds follow.
SMILES | HT1080 cytotoxicity
Cc1ccc(S(=O)(=O)c2c(N)n(Cc3ccco3)c3nc4ccccc4nc23)cc1C | 8%
COc1nc(Oc2ccc(/C=N/O)cc2)nc(N(C)C)n1 | 5%
CCC(=O)Nc1cc(-c2nn(CC(=O)N3CCCCC3)c(=O)c3ccccc23)ccc1N1CCOCC1 | -6%
CCCC(=O)Nc1nc2c(c(=O)[nH]1)CCCC2 | 14%
Cc1ccc(SCc2cc(=O)[nH]c(N3CCN(C)CC3)n2)cc1 | -6%
Cc1ccc2c(c1)OC(=O)CC2c1ccccc1 (stereo not drawn) | 4%
C=CCC(Nc1ccccc1)C12C=CC(O1)C(C(=O)OC)=C2C(=O)OC (stereo not drawn) | 0%
FC(F)(F)c1ccc(C2[C@H]3CN(CC4CCCCC4)[C@H](c4ccccc4)C34CC2(c2cccnc2)C4)cc1 (stereo partly drawn) | -13%
Cc1ccc(Nc2nc(C)cc(C)c2C(N)=O)cc1 | -8%
Cc1oc2cc3c(C(=O)N4CCN(c5ccccc5)CC4)c(C)oc3cc2c1C(=O)N1CCN(c2ccccc2)CC1 | 0%
Clc1ccc(OCCCc2nc(-c3ccncc3)no2)c(Cl)c1 | -6%
O=C(Nc1ccccc1F)c1ccco1 | -1%
N#Cc1ccsc1NC(=O)CN1CCN(c2ccccn2)CC1 | -10%
CCOC(=O)C1=C(C)OC(N)=C(C#N)C1c1ccc(O)c(OC)c1 (stereo not drawn) | -12%
CCOc1ccc(-c2nc(C#N)c(NCC3CCCO3)o2)cc1 (stereo not drawn) | -24%
Cc1c(NCc2cc(Cl)ccc2O)c(=O)n(-c2ccccc2)n1C | -6%
Cc1cc(C)n(CCc2nc(-c3ccco3)cs2)n1 | -11%
O=C(Nc1ccc(-c2nc3cc(Cl)ccc3o2)cc1)C1CCCO1 (stereo not drawn) | -4%
CCn1c(=O)n(-c2ccc(Cl)cc2)c(=O)c2c3c(sc21)COC(C)(C)C3 | -7%
COCCOCCn1cnc2ccccc21 | 10%
CCOC(=O)c1ccc(N/C=C2\CCCCC2=O)cc1 | 14%
CC1(C)N=C(N)NC(Nc2cccc(Br)c2)=N1 | 4%

In the list so far, these have a COOH group.
SMILES | HT1080 cytotoxicity
O=C(CC(NCCc1ccccc1)C(=O)O)Nc1ccc(O)cc1 (stereo not drawn) | -3%
CC(C)COC(=O)Nc1ccc(C(=O)O)cc1 | 2%
O=C(O)C1CCCCC1C(=O)Nc1ccccc1Cl (stereo not drawn) | -2%

Next entries:
SMILES | HT1080 cytotoxicity
Cc1occc1C(=O)N/N=C/c1cnn(C)c1C | 17%
O=C(N/N=C\c1cn[nH]c1-c1ccccc1)c1cccnc1 | 20%
CCOC(=O)CSc1nnc(CNc2ccc(Cl)cc2)n1Cc1ccccc1 | -7%
O=C(Nc1ccncc1)c1cn(-c2ccccc2)nc1-c1cccs1 | -4%
CC(=O)N1CCn2c3ccc(C)cc3c3cccc1c32 | -2%
CCCCn1c(/N=C/c2ccc(N(C)C)cc2)nc2ccccc21 | 8%
O=C(CSc1nc2ccccc2c(=O)n1-c1ccccc1)N1CCCC1 | 28%
Cc1nn2c(C)nc3sc4c(c3c2nc1=O)CC(C)(C)OC4 | 20%
C/C(=C/c1oc2ccc(O)cc2c1[N+](=O)[O-])N(C)C | 3%
CCCn1c(-c2nonc2N)nc2ccccc21 | 2%
CCCCOc1ccc(CSC(=N)N)cc1[N+](=O)[O-] | 10%
COC(=O)c1cccc(N2C(=O)C3CC=CCC3C2=O)c1 (stereo not drawn) | -9%
CC1=C(C(=O)Nc2ccccc2)C(c2ccco2)C(C#N)=C(SCC(N)=O)N1 (stereo not drawn) | 0%
Cn1c(CC(=O)Nc2ccc(Cl)c(Cl)c2)nnc1SCC(=O)N1CCN(c2ccccc2)CC1 | 5%
O=C(Nc1nc(COc2ccccc2)cs1)C1CCC1 | -7%
C=CCOc1ccc(Br)cc1/C=N/O | 6%
CC1=CC(C)(C)N(S(=O)(=O)c2ccc(C)cc2)c2ccccc21 | 64%*
CCC1(C)Cc2c(sc3[nH]c(=S)n(Cc4ccccc4)c(=O)c23)CO1 (stereo not drawn) | -7%
Cc1ccc(N(CC(=O)Nc2ccccc2C(=O)N2CCOCC2)S(C)(=O)=O)cc1 | 6%
O=C1CCC([N+](=O)[O-])C(c2ccc(Cl)cc2)N1 (stereo not drawn) | 4%
CCOc1ccccc1CNC(=O)c1cc2oc3ccccc3c2n1CC | 0%
COc1ccc(N2C(=S)N(C(=O)c3ccccc3)C(=Nc3ccccc3)C2=Nc2ccccc2)cc1 | -6%
CCOC(=O)C(NC(=O)Cc1ccccc1)(Nc1cc(C)on1)C(F)(F)F (stereo not drawn) | 0%
COC(=O)CC1(c2cccc3ccccc23)C(=O)c2ccccc2C1=O | -6%
O=C(Nc1nc2ccccc2[nH]1)C12CC3CC(CC(C3)C1)C2 | 3%
CCN(CC)Cc1c(-c2ccccc2)[nH]c2ccc(C)cc2c1=O | 5%
COc1ccc(Cl)cc1NC(=O)COC(=O)/C=C/c1c(C)nn(C2CCS(=O)(=O)C2)c1Cl (stereo not drawn) | -2%
CC(=O)N1CCc2cc(S(=O)(=O)CCC(=O)N3CCc4ccccc4C3)ccc21 | 4%
COc1cccc(NC(=O)Nc2ccc3c(c2)nnn3C)c1 | -4%
Cn1c(C(=O)OC(C(=O)NC2CCCCC2)c2cccnc2)cc2sccc21 (stereo not drawn) | 4%
COc1ccccc1NC(=O)COc1ccccc1 | -19%
CCOc1ccc2c(c1)C(c1ccc(C)cc1)=NNC(c1ccc(OC)cc1)=N2 | 2%
O=C(Nc1ccc(Br)cc1)C1CC=CCC1C(=O)OCC1CCCO1 (stereo not drawn) | -7%
Cc1ccc(C(=O)CSc2nc(C)cc(=O)[nH]2)cc1 | -12%
CN(C)c1nc(C(=O)NN)nc(N(C)C)n1 | 29%
CCCC1(C(=O)OC)C=C2C(=C(C)C(=O)C2C)CN1 (stereo not drawn) | -21%
COc1ccc(CC(=O)N2CCOCC2)cc1 | -3%
O=C(NCCc1ccc(F)cc1)c1cccs1 | 4%
O=C(CN(C(=O)Cn1nnc(-c2cccs2)n1)c1ccc2c(c1)OCCO2)NCC1CCCO1 (stereo not drawn) | -1%
Cc1cc(C)n2nc(SCCC(=O)NCCc3ccccc3)nc2n1 | -20%
CCCCCn1nc(C)c(/C=N/NC(=O)c2ccoc2C)c1C | 3%
COc1ccc(S(=O)(=O)n2oc(=O)cc2-c2ccccc2)cc1OC | 8%
COC(=O)[C@@]1(Cc2ccccc2)[C@H]2c3cc(C(=O)N(C)C)n(Cc4ccc(S(C)(=O)=O)cc4)c3C[C@H]2CN1C(=O)c1ccccc1 | 3%
CCCC(C)NC(=O)COC(=O)c1ccc(Cl)c(S(N)(=O)=O)c1 (stereo not drawn) | -6%
C=CCn1c(O)c(N=NC(=O)CNC(=O)/C=C/c2ccco2)c2ccccc21 | -15%
Cc1ccc(C(=O)N2CC3(C(C)C)CN(C(=O)c4ccc(C)cc4)CC(C(C)C)(C2)C3=O)cc1 | -6%
CN(C)C(=O)CSCc1c(Cl)cccc1Cl | 8%
O=S1(=O)CC(O)C(Nc2ccc(Cl)cc2)C1 (stereo not drawn) | -13%
Cc1[nH]nc(N2CCCCC2)c1[N+](=O)[O-] | -3%
COc1cc(C)c(Cl)cc1S(=O)(=O)NCCN1CCOCC1 | -5%
CN(CCOCCOc1ccc2ccccc2c1)Cc1ccccc1 | -18%
Nc1nnc(SCC(=O)N2CCN(Cc3ccccc3)CC2)s1 | 11%
COc1ccc(N2CCN(C(=O)CNC(=O)c3ccc(C(C)(C)C)cc3)CC2)cc1 | -14%
Cc1ccc(-c2c(C#N)c(N)nc3c2CCCCC3)cc1 | -6%
CCN(CC)C(=O)CSCc1cnn(-c2ccccc2)c1-n1cccc1 | 0%
COC(=O)c1ccc(C(/C=C/[C@@H](C)C(=O)NCc2ccc(OC)c(O)c2)NC(=O)OCc2ccccc2)cc1 (stereo partly drawn) | -19%
C=CCN(C)CC/C=C1\c2ccccc2CSc2ccccc21 | -16%
Cc1cc(-c2ccc(Cl)s2)n[nH]1 | 0%
O=C(Nc1ccc2c(c1)OCCO2)c1cccc(S(=O)(=O)N2CCCCC2)c1 | -15%
Cc1ccc(NC(=O)/C(=C/c2ccco2)c2ccccc2)c(C)c1 | -9%

Structural class, those above containing an aryl thioether with sulfur outside any ring (twelve)
SMILES | HT1080 cytotoxicity
Cn1c(SCC(=O)OCc2ccccc2)nnc1-c1ccco1 | -2%
N#Cc1c(NC(=O)CSc2nnc(-c3ccco3)n2-c2ccccc2)sc2c1CCC2 | -6%
COc1ccc(NC(=O)CSc2nc(C)c3c(c2C#N)CCCC3)cc1 | -3%
c1ccc(CSc2n[nH]c(-c3ccco3)n2)cc1 | -4%
Cc1ccc(SCc2[nH]nc3c2C(C(C)C)C(C#N)=C(N)O3)cc1 (stereo not drawn) | 14%
Cc1ccc(SCc2cc(=O)[nH]c(N3CCN(C)CC3)n2)cc1 | -6%
CCOC(=O)CSc1nnc(CNc2ccc(Cl)cc2)n1Cc1ccccc1 | -7%
O=C(CSc1nc2ccccc2c(=O)n1-c1ccccc1)N1CCCC1 | 28%
Cn1c(CC(=O)Nc2ccc(Cl)c(Cl)c2)nnc1SCC(=O)N1CCN(c2ccccc2)CC1 | 5%
Cc1ccc(C(=O)CSc2nc(C)cc(=O)[nH]2)cc1 | -12%
Cc1cc(C)n2nc(SCCC(=O)NCCc3ccccc3)nc2n1 | -20%
Nc1nnc(SCC(=O)N2CCN(Cc3ccccc3)CC2)s1 | 11%

(more compounds)
SMILES | HT1080 cytotoxicity
CC(C)n1c(SCC(=O)Nc2nc3c(s2)CCCC3)nc2c1c(=O)n(C)c(=O)n2C | 6%
Cc1c(NC(=O)c2ccccc2)c(=O)n(-c2ccccc2)n1C | -13%
CCOC(=O)c1c(N=CN(C)C)c(C#N)c2n1CCCC2 | 8%
CC(C(=O)O)c1n[nH]c(=O)c2ccccc12 (stereo not drawn) | 21%
O=C(c1ccc([N+](=O)[O-])cc1)N(Cc1ccc(Cl)cc1)N1C(=O)CCCC1=O | 5%
Cc1ccc(OCC(=O)N/N=C/c2ccco2)cc1 | -12%
COc1ccc(CN(C(=O)CSc2nnc(-c3c[nH]c4ccccc34)o2)c2ccc(F)cc2)cc1OC | -1%
CCOC(=O)c1sc(Nc2ccccc2)nc1C | 15%
CCCCCOc1ccccc1C(=O)NCCC(=O)O | -18%
CCOC(=O)c1ccc(S(=O)(=O)N2CCNCC2)cc1 | -10%

Compound activity as filed in PubChem BioAssay.
